Screens from PubChem BioAssay.
PMI inhibitors: inhibitors of human PMI, primary screen, biochemical, fluorescence intensity, coupled assay (AID 1209); 190,000 compounds, 0.42% hits; purified PMI enzyme, coupled fluorescence intensity; higher % means a stronger effect; one-dose inhibition, % at 20 µM; IC50 in µM for titrated hits;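 also: plate controls were DMSO vehicle for no effect and wells lacking substrate for full effect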
Large T inhibition: TAg ATPase/helicase activity blockers – biochemical (AID 1903); SV40 large T antigen ATPase/helicase inhibition assay; higher % means a stronger effect; inhibition, % at 20 µM; hits with a dose series show IC50 in µM; 310,000 compounds, 0.39% hits; in the data active = a potency from the dose series; inconclusive = inhibition mostly from about 32% at the one dose, without a potency; inactive = the rest, 99 in 100 with inhibition below about 32%; also: strong numbers were not always called active
TNAP activation fold: stimulation of alkaline phosphatase TNAP activity – biochemical, luminescent, no phosphate acceptor, uHTS, primary screen (AID 1001); purified TNAP, luminescent activation assay, no phosphate acceptor; higher activation fold means a stronger effect; 200,000 compounds, 0.03% hits; one-dose activation fold at 20 µM; EC50 in µM for titrated hits; in the data active = activation fold from about 3, or a potency from the dose series; inactive = the rest, 99 in 100 with activation fold below about 1.6; also: many of its hits are not listed in these tables
RSV CPE inhibition: RSV antiviral activity via CPE protection, HEp-2 cells, primary 10 µM value included (AID 2391); HEp-2 cells, RSV-induced CPE inhibition; higher % means a stronger effect; CPE inhibition, % at 10 µM; hits with a dose series show IC50 in µM; 310,000 compounds, 0.13% hits; in the data active = a potency from the dose series; inconclusive = CPE inhibition mostly from about 23% at the one dose, without a potency; inactive = the rest, 99 in 100 with CPE inhibition below about 21%; also: strong numbers were not always called active
PhoP inhibition: PhoP-dependent GFP reporter repression – Salmonella Typhimurium, primary screen (AID 1863) | S. Typhimurium PhoP-regulated promoter GFP reporter, 4 h; higher % means a stronger effect | inhibition, % at 50 µM, or IC50 in µM where a hit was titrated | 300,000 compounds, 0.16% hits;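 active = inhibition over 29.93%, a cutoff 3 SD above the screen mean, later confirmed by dose response; inconclusive = inhibition over 29.93% but no dose response follow-up; inactive = inhibition at most 29.93% or unconfirmed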;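 also: 0% = low Mg2+ inducing control and 100% = high Mg2+ repressing control; strong numbers were not always called active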
West Nile virus CPE: inhibition of WNV-induced cytopathic effect – cell-based, CPE readout (AID 1621); West Nile virus-infected cells, CPE inhibition; higher % means a stronger effect; CPE inhibition, % at 10 µM; hits with a dose series show IC50 in µM; 290,000 compounds, 0.02% hits; in the data active = a potency from the dose series; inconclusive = CPE inhibition mostly from about 3.7% at the one dose, without a potency; inactive = the rest, 99 in 100 with CPE inhibition below about 2.2%; also: strong numbers were not always called active
PMI inhibition: human PMI inhibitors, high substrate, primary screen, biochemical, fluorescence intensity, high mannose 6-phosphate (AID 1220); recombinant PMI enzyme, coupled fluorescence intensity; higher % means a stronger effect; inhibition, % at 20 µM; hits with a dose series show IC50 in µM; 190,000 compounds, 0.66% hits
Ins promoter up: MIN6 insulin promoter up-regulation; 190,000 compounds, 0.3% hits; MIN6 insulin promoter-GFP reporter, high-content imaging; active compounds read high; z-score at 5 µM; AID 1625;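 active = z-score above 3 at 5 µM with at least 500 cells counted in the well; inconclusive = wells under 500 cells, flagged as cytotoxic or low count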
ER stress rescue: protection against thapsigargin-triggered cell killing – 384-well, CSM14.1, ATP luminescence, primary screen (AID 1222). 190,000 tested, under 10 active. cellular ATP content (survival), % at 20 µM; hits with a dose series show EC50 in µM. CSM14.1 thapsigargin-induced death rescue, ATP luminescence; higher % means a stronger effect;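 active = EC50 below 50 µM in the dose-response confirmation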;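 also: death triggered by thapsigargin at about 15 µM added after 2 h compound pretreatment; cell ATP read after overnight thapsigargin exposure of roughly 18 to 22 hours; normalized against plate controls of thapsigargin alone and 5% DMSO vehicle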
Ins promoter up cell count: second read-out of Ins promoter up, no call of its own (marks repeat the call); cell count; measured here: cytotoxicity, nuclei count;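 total cells summed across four imaged fields per well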
Numbers without * were called inactive; ? = inconclusive; nt = no result given. Rule as the data show it, unless noted: active = inhibition above about 50%; inactive = the rest.

Start of the listing, in advance:
compound,PMI inhibitors,Large T inhibition,TNAP activation fold,RSV CPE inhibition,PhoP inhibition,West Nile virus CPE,PMI inhibition,Ins promoter up,Ins promoter up cell count,ER stress rescue
COC(=O)c1ccccc1NC1c2ccccc2C(=O)N1c1cccnc1 (centres undefined),3%,5%,1.2,1.4%,8%,-0.3%,0%,-0.98,1959,nt
O=C(NC1CC2CCCC(C1)N2C(=O)Nc1ccccc1)c1ccccc1 (centres undefined),nt,17%,nt,1.9%,-7%,-0.3%,nt,nt,nt,nt

Main list (from the top)
compound,PMI inhibitors,Large T inhibition,TNAP activation fold,RSV CPE inhibition,PhoP inhibition,West Nile virus CPE,PMI inhibition,Ins promoter up,Ins promoter up cell count,ER stress rescue
COC(=O)c1ccccc1NC1c2ccccc2C(=O)N1c1cccnc1 (centres undefined),3%,5%,1.2,1.4%,8%,-0.3%,0%,-0.98,1959,nt
O=C(NC1CC2CCCC(C1)N2C(=O)Nc1ccccc1)c1ccccc1 (centres undefined),nt,17%,nt,1.9%,-7%,-0.3%,nt,nt,nt,nt
c1ccc(-c2nc(N3CCCCCC3)c3ccccc3n2)nc1,3%,36%,1,?,21%,1.8%,0%,-1.5,595,-2.2%
N/C(=N\NC(=O)c1ccccc1Cl)c1cc2ccccc2oc1=O,-1%,6%,0.8,1.4%,-4%,0.1%,12%,1.6,1208,-0.8%
CCOc1ccc2nc(SCC(=O)NCc3ccc(S(N)(=O)=O)cc3)[nH]c2c1,nt,7%,nt,2.7%,4%,-1.1%,nt,nt,nt,nt
CCC1(C)Cc2c(C#N)c(N)sc(=S)c2CO1 (centres undefined),-28%,5%,1,3.3%,5%,0.4%,-28%,0.74,1409,-0.2%
N#Cc1cccnc1N1CCN(C(=O)COCC(=O)O)CC1,nt,18%,nt,nt,1%,1.6%,nt,1.1,995,nt
Cc1ccccc1-n1c(SCC(=O)O)nc2sc3c(c2c1=O)CCCC3,nt,3%,nt,2.0%,-2%,0.0%,nt,nt,nt,nt
Cc1ccc(C(=O)Nc2cccnc2N2CCN(C)CC2)cc1,-19%,6%,1.2,-0.1%,11%,-0.6%,-5%,-0.26,1334,2.9%
O=C1CC(C(=O)Nc2ccccc2)C2(CCCC2)O1 (centres undefined),-4%,0%,1,0.6%,-4%,0.4%,0%,-1,1929,-0.8%
C#C[C@]1(O)CC[C@H]2[C@@H]3CCC4=Cc5oncc5C[C@]4(C)[C@H]3CC[C@@]21C,nt,10%,nt,1.4%,0%,1.6%,nt,nt,nt,nt
Cc1ccc(C(=O)NN2C(=O)C3C4c5ccccc5C(c5ccccc54)[C@@H]3C2=O)cc1 (some centres undefined),5%,2%,1,2.1%,-7%,-0.5%,-1%,0.12,1437,-2.4%
CCOc1ccc(CCNC(=O)C2CCN(c3nn4c(=O)cc(C)nc4s3)CC2)cc1,2%,10%,1.1,-0.8%,-11%,-0.2%,-6%,-0.17,1335,4.1%
O=C(Nc1ncc2c(n1)-c1ccccc1CC2)C1CC1,2%,19%,1.1,-1.8%,0%,-0.3%,12%,0.37,1258,-0.8%
O=C(Nc1c(F)cccc1F)c1cnc(N2CCN(c3ccccn3)CC2)c2ccccc12,11%,14%,1,?,1%,-0.5%,6%,nt,nt,-1.5%
COc1ccc(S(=O)(=O)N(CCN2CCOCC2)Cc2cc(OC)ccc2OC)cc1,-4%,3%,1.1,0.8%,7%,-0.2%,-13%,0.57,1256,-1.8%
CCn1c(SCC(=O)OC)nnc1-c1ccc(C)cc1,nt,22%,nt,0.8%,-10%,0.3%,nt,-0.25,1070,nt
N#Cc1ccc(Oc2ccc(-c3nc4ccccc4nc3-c3ccccc3)cc2)cc1C#N,-2%,11%,0.9,3.1%,-1%,-0.5%,-4%,-1.6,1363,-0.1%
CCN=C1SC(C(=O)Nc2cccc(C)c2)CC(=O)N1CC (centres undefined),4%,11%,1.1,0.5%,-1%,0.2%,4%,-0.39,1205,-2.8%
COc1cc(/C=N\NC(=O)CNC(=O)c2cccc([N+](=O)[O-])c2)ccc1O,6%,3.8µM*,1.1,6.5%,11%,0.5%,2%,0.21,663,-2.3%
Cc1cc(C(=O)NCCc2ccccc2)c2cc(F)ccc2n1,11%,10%,1.1,1.2%,5%,-0.2%,2%,1.1,1186,-1.0%
COC(=O)c1ncn(C2OC(COC(C)=O)C(OC(C)=O)C2OC(C)=O)n1 (centres undefined),-6%,4%,1.1,0.8%,-11%,0.1%,-6%,0.38,1230,0.8%
CN(C)NC(=O)C(NC(=O)c1ccc(N)cc1)C12CC3CC(CC(C3)C1)C2 (centres undefined),-65%,20%,1,0.4%,0%,-0.2%,-91%,-0.04,1164,-1.0%
CCOC(=O)C1(Cc2cccc(Cl)c2)CCCN(C(=O)CCSC)C1 (centres undefined),nt,-4%,nt,0.2%,3%,-1.0%,nt,nt,nt,nt
CCOc1ccccc1C1CC(=O)NC(SCC)=C1C#N (centres undefined),16%,-4%,1.1,0.3%,-1%,-0.1%,21%,0.04,1614,-2.7%
CCCOc1ccc(/C=C2/C(=O)ON=C2C)cc1OCC,nt,19%,nt,-0.3%,8%,-1.0%,nt,nt,nt,nt
C=CCOc1c(Br)cc(/C=C2/C(=O)ON=C2C)cc1OC,nt,25%,nt,2.4%,-1%,0.5%,nt,nt,nt,nt
CCOc1ccc(NC(=O)C2CC(=O)N(C(C)C)C2)cc1 (centres undefined),8%,12%,1.1,0.6%,0%,nt,12%,0.33,1230,nt
COc1ccc(CN2CCNC(=O)C2CC(=O)N2CCCCO2)cc1OC (centres undefined),17%,6%,1,0.2%,3%,0.0%,46%,1.1,1369,-1.7%
N/C(=N\OC(=O)CC1CCCCC1)c1ccc([N+](=O)[O-])cc1,-4%,11%,1.1,3.3%,-4%,0.2%,2%,0.14,1365,-5.1%
COc1ccc(C(=O)NC2CC(C)(C)Cc3occc32)cc1 (centres undefined),8%,8%,1.1,1.6%,-4%,-1.1%,2%,0.69,1241,0.0%
Cc1ccccc1CN1CCN(CC(=O)NCc2ccccc2)CC1,nt,14%,nt,1.2%,2%,-0.6%,nt,nt,nt,nt
O=C1NC(c2ccccc2)=C(c2nc3ccccc3s2)C(c2ccccc2)N1 (centres undefined),23%,14%,1.1,-0.8%,1%,-0.4%,14%,-0.79,1207,-0.1%
Cc1c(NS(=O)(=O)c2ccc(Cl)c(C(=O)OCC(=O)NCc3ccco3)c2)c(=O)n(-c2ccccc2)n1C,-4%,-4%,1.1,-1.2%,1%,0.2%,-5%,-0.18,1655,0.3%
COc1ccc(C(OCC(O)CNCCc2ccc(S(N)(=O)=O)cc2)c2ccc(OC)cc2)cc1 (centres undefined),nt,2%,nt,-0.3%,8%,-1.3%,nt,nt,nt,nt
O=C(Cn1cc(C(F)(F)F)cc(Cl)c1=O)NCCc1ccccc1,2%,4%,1.1,0.7%,1%,-0.5%,-9%,-0.18,1510,3.1%

Reprinted at random: three entries already listed.
compound,PMI inhibitors,Large T inhibition,TNAP activation fold,RSV CPE inhibition,PhoP inhibition,West Nile virus CPE,PMI inhibition,Ins promoter up,Ins promoter up cell count,ER stress rescue
CCN=C1SC(C(=O)Nc2cccc(C)c2)CC(=O)N1CC (centres undefined),4%,11%,1.1,0.5%,-1%,0.2%,4%,-0.39,1205,-2.8%
Cc1ccc(C(=O)NN2C(=O)C3C4c5ccccc5C(c5ccccc54)[C@@H]3C2=O)cc1 (some centres undefined),5%,2%,1,2.1%,-7%,-0.5%,-1%,0.12,1437,-2.4%
Cc1c(NS(=O)(=O)c2ccc(Cl)c(C(=O)OCC(=O)NCc3ccco3)c2)c(=O)n(-c2ccccc2)n1C,-4%,-4%,1.1,-1.2%,1%,0.2%,-5%,-0.18,1655,0.3%

(more compounds)
compound,PMI inhibitors,Large T inhibition,TNAP activation fold,RSV CPE inhibition,PhoP inhibition,West Nile virus CPE,PMI inhibition,Ins promoter up,Ins promoter up cell count,ER stress rescue
CN(C)c1ccc(P(=O)(Nc2cccc(C(F)(F)F)c2)N2CCOCC2)c(NC(=O)c2cccs2)c1 (centres undefined),18%,6%,1.1,1.5%,6%,-0.6%,16%,-0.5,1463,-1.2%
O=C1C(Cc2ccc(O)cc2)NC(=S)N1Cc1ccccc1 (centres undefined),nt,15%,nt,-1.9%,-9%,0.4%,nt,0.45,1101,nt
CC1=C(C(N)=O)C(c2ccccc2)n2nc(-c3cccc(C)c3)nc2N1 (centres undefined),-1%,17%,1.1,-0.7%,-5%,-0.4%,-3%,0.27,982,0.8%
Cc1ccc(-n2nc(C(=O)NCc3ccco3)c3c4ccccc4n(C)c3c2=O)cc1,-1%,4%,1,2.8%,-3%,nt,-4%,-0.45,1293,-0.2%
CCCCNC(=O)CCn1c(=O)c2ccccc2n(Cc2cc(C)ccc2C)c1=O,11%,6%,1.2,6.5%,6%,-0.2%,0%,0.15,1463,-2.2%
CCCN1CCN(C(=O)c2nn(-c3ccc(OC)cc3)c(=O)c3c2c2ccccc2n3C)CC1,-10%,5%,1.1,-0.7%,-3%,-0.3%,-11%,nt,nt,-0.6%
CC(C)(C)C1CCC(OCC(O)CN2CCCC2)CC1 (centres undefined),-2%,5%,1,-0.9%,-5%,0.3%,-3%,0.71,1373,-2.0%
CC1CCN(C(=O)c2ccc3c(c2)NC(=O)CN3)CC1,nt,5%,nt,2.9%,-4%,0.0%,nt,nt,nt,nt
Cc1ccnc(NS(=O)(=O)c2ccc(NC(=O)c3oc4ccccc4c3C)cc2)n1,nt,21%,nt,2.6%,-4%,-0.7%,nt,nt,nt,nt
Cc1cccc(NC(=O)C(C)OC(=O)c2ccccc2NS(=O)(=O)c2cc(C)c(C)c([N+](=O)[O-])c2)c1 (centres undefined),3%,-3%,1,16%,25%,-0.4%,4%,-0.24,1332,0.0%
O=C(O)CCCN1C(=O)/C(=C/C=C/c2ccco2)SC1=S,nt,?,nt,1.3%,-22%,-0.9%,nt,0.58,1020,nt
COc1ccccc1C1C2=C(CCCC2=O)N(CC(=O)O)C2=C1C(=O)CCC2,nt,23%,nt,0.3%,3%,0.2%,nt,nt,nt,nt
Fc1ccc(/C=N/n2c(C3CCCCC3)n[nH]c2=S)cc1,nt,8%,nt,2.8%,-6%,-0.6%,nt,nt,nt,nt

Hits appear at their usual frequency. Share with any hit: about 1.5%.
